# High-throughput results from PubChem.
# FXIIa inh: human FXIIa protease inhibitors, primary screen, biochemical, 1536-well | purified FXIIa, Boc-QGR-AMC fluorogenic substrate, 2 h | 220,000 compounds, 0.3% hits | inhibition, % at 5 µM; in the data active = inhibition above about 40%;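 also: 0% = enzyme with no compound and 100% = blank without enzyme; many of its hits are not listed in these tables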
# p97 inhibitor: inhibitors of human p97 ATPase, primary screen, biochemical; 220,000 compounds, 0.42% hits; Transitional endoplasmic reticulum ATPase (Homo sapiens), P55072; recombinant p97 ATPase, Kinase-Glo ATP luminescence, 3 h; inhibition, % at 8 µM; AID 1481, 2009; in the data active = inhibition above about 15%;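 also: 0% = DMSO vehicle and 100% = wells lacking enzyme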
# Target sequence (P55072 whole entry, looked up): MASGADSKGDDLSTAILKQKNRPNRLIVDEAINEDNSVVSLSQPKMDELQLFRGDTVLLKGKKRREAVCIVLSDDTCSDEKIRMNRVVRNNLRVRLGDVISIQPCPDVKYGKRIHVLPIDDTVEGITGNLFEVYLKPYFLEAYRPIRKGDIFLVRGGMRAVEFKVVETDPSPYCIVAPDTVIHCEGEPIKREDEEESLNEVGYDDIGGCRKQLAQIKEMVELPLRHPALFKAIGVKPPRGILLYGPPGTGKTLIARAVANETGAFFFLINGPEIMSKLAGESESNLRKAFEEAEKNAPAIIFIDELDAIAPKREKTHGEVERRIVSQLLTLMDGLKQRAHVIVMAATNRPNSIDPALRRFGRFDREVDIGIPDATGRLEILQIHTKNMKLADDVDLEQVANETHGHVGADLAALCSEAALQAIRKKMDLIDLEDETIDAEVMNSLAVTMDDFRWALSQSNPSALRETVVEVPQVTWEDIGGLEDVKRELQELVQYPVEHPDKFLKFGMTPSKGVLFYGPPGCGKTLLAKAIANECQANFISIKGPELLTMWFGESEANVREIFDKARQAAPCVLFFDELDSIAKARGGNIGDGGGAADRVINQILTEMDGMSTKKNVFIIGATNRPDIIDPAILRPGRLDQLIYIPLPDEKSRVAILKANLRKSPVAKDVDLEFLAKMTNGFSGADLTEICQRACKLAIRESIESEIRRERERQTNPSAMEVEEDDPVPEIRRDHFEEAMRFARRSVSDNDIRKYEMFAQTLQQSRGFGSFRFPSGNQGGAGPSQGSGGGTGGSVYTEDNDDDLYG
# hK5 inh: human KLK5 protease inhibitors, primary screen, biochemical, 1536-well. Kallikrein-5 (Homo sapiens), Q9Y337. recombinant hK5, fluorogenic AMC substrate cleavage. inhibition, % at 5 µM. 210,000 compounds, 0.59% hits. AID 873, 2007;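 active = inhibition of 40% or more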;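 also: 0% = enzyme controls without compound and 100% = no-enzyme blanks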
# Target sequence (Q9Y337 67-293 limits assumed): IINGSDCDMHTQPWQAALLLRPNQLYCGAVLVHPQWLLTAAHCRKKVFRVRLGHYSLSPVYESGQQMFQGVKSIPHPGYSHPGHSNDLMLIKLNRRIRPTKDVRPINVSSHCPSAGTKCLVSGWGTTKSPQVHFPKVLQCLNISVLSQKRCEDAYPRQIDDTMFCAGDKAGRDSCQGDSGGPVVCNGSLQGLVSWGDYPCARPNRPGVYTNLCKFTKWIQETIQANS
# FXIa inh 1536: human FXIa protease inhibitors, primary screen, biochemical, 1536-well; Coagulation factor XI (Homo sapiens), P03951; purified FXIa, Boc-Glu-Ala-Arg-AMC fluorogenic substrate; inhibition, % at 5 µM; 220,000 compounds, 0.14% hits;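 active = inhibition of at least 40%; inactive = inhibition below 40%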;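 also: fluorescence of freed AMC excited at 355 nm; 0% = enzyme without compound and 100% = no enzyme blank; many of its hits are not listed in these tables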
# PERK inh: block of dimerizer-induced PERK translation repression, primary screen, PERK inhibitor project, CHO PERK-DD cells, SEAP luminescence, HTS; CHO PERK-DD fusion, SEAP luminescence translation reporter; inhibition, % at 5.6 µM; 220,000 compounds, 0.17% hits; AID 1416, 2008;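 active = inhibition above the mean inhibition of all tested compounds plus 3 SD, set separately per screening campaign, cut at about 2.9% in these data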;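 also: PERK kinase domain activated by AP20187 dimerizer at 100 nM; 0% = DMSO with dimerizer and 100% = rapamycin at 8.4 µM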
# Wee1 stabilizer: Wee1 degradation inhibitors, primary screen, cell-based, HeLa, Wee1K328M-luciferase, luminescence | AID 1321, 2008 | reporter increase, % at 5 µM | 220,000 compounds, 1.2% hits | Wee1-like protein kinase (Homo sapiens), P30291 | HeLa Luc-Wee1K328M stability; 100% = proteasome inhibitor MG132 effect;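 active = activation above the mean of all tested compounds plus 3 SD, set per screening run, cut at about 8.8% in these data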;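 also: cells exposed to compound for 20 h before luminescence read; 0% = DMSO alone and 100% = MG132 at 30 µM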
# Furin inhibitor: human furin inhibitors, primary screen, biochemical, fluorescence intensity; 220,000 compounds, 0.061% hits; inhibition, % at 30 µM; AID 463115, 2010; purified furin, fluorogenic substrate cleavage; in the data active = inhibition above about 25%; also: inactives centre near -15
# KCC2 mod: KCC2 cotransporter modulators, thallium flux, primary screen, cell-based, HEK293 KCC2, FluoZin-2 fluorescence, MLSMR. KCC2 cells, thallium flux FluoZin-2 fluorescence. 190,000 compounds, 2.2% hits. Solute carrier family 12 member 5 (Homo sapiens), Q9H2X9. B-score of Tl+ flux slope (higher = more flux/activation; lower = inhibition) at 10 µM;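 active = thallium flux slope and its plate-corrected score both differing from the plate sample mean at a set confidence after two filtering rounds, in either direction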;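 also: slope of fluorescence scaled to starting intensity during 10 to 20 s after thallium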
# thrombin 1536: human alpha-thrombin inhibitors, primary screen, counter-screen for coagulation protease inhibitor project, biochemical, 1536-well, fluorogenic AMC substrate; Prothrombin (Homo sapiens), P00734; inhibition, % at 5 µM; Boc-VPR-AMC fluorogenic substrate cleavage; 220,000 compounds, 0.26% hits; AID 1046, 2008;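 active = inhibition at or above 40%; inactive = inhibition below 40%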;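 also: 0% = enzyme with no compound and 100% = wells without enzyme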
#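 Test system: human alpha-thrombin; medium: pH 7.5 Tris-saline with Tween 20; times: reaction at room temperature; signal: AMC fluorescence at 355 nm excitation and 460 nm emission; also added: Boc-VPR-AMC substrate, 15 µM final; dosing: one concentration per compound, 5 µM, with 0.2% DMSO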
# * = called active by the depositor; i = inactive; . = no result given; [ ] = another dose, or the depositor's remark.
SMILES,FXIIa inh,p97 inhibitor,hK5 inh,FXIa inh 1536,PERK inh,Wee1 stabilizer,Furin inhibitor,KCC2 mod,thrombin 1536
CCOc1ccc(N(CC(=O)NCCC2=CCCCC2)S(=O)(=O)c2ccccc2)cc1,2,1,.,-1,2.3,0,-29,0.047,-1
Cc1cc(OCC(=O)N2CCCC2)ccc1Cl,15,2,-30,5,0.8,0,-22,0.98,5
Cc1nn(C)c(C)c1CN(C)S(=O)(=O)c1ccc(F)cc1,8,0,-4,5,0.4,1,-18[20 µM],-0.63,3
Cc1cc(NC(=O)CSc2nc(-c3ccc(F)cc3)cs2)no1,12,-8,7,6,0.2,4,-26,.,2
Cc1ccn(C)c(=N)c1,-1,1,-5,1,0.5,0,-7,.,-7
COc1ccc(/C=C(/NC(=O)c2ccco2)C(=O)N2CCc3ccccc32)cc1OC,8,-6,-1,1,-1.4,1,2,-0.9,-2
CC1CCCCN1C(=O)CN1CCC(c2nc3ccc(Cl)cc3[nH]2)CC1 (centres undefined),11,1,0,2,-0.2,1,-20,0.2,6
O=C1NC(=S)N/C1=C\C=C\c1ccccc1,8,0,0,2,-0.5,7,-18,1.1,-2
CN(C)c1ccc(/C=C2\SC(=O)N(CCc3nnc(N)s3)C2=O)cc1,17,13,3,4,0.2,9,-13,-0.01,5
Cc1ccc(-n2c(-c3ccncc3)n[nH]c2=S)c(C)c1,2,-2,.,-5,1.9,-1,-15,-0.035,-5
CCn1c(C)cc(/C=C2\SC(=O)N(CC(=O)Nc3ccc(C)c(C)c3)C2=O)c1C,9,-4,-15,5,0.8,3,-4[20 µM],0.15,5
CCOc1ccc(C(O)c2nccn2C)cc1 (centres undefined),30,-6,-5,20,-0.3,-2,0[20 µM],0.66,5
CC1(C)Cc2c(C#N)c(N)sc(=S)c2CS1,-1,8,-2,-4,0.4,0,-12,.,-2
O=C(CCN1C(=O)C2C3C=CC(C3)C2C1=O)Nc1ccc2c(c1)OCO2 (centres undefined),15,-3,-1,2,-0.8,-2,-23,.,4
CCCS(=O)(=O)N1CCCC(C(=O)N2CCC(Cc3ccccc3)CC2)C1 (centres undefined),15,-6,-20,3,-1.2,2,-9[20 µM],-0.84,0
CC1CCN(C(=O)CSc2nc3c(cnn3-c3ccccc3)c(=O)[nH]2)CC1,9,0,0,-1,0.8,0,-12,-0.85,6
O=C(O)CCN1C(=O)CC2(CCCCC2)C1=O,10,5,-10,0,1.4,0,-18[20 µM],0.27,-2
CSc1nc2c(c(=O)[nH]1)C(c1ccccc1Cl)CC(=O)N2 (centres undefined),0,5,1,1,0.8,-1,-31,-0.54,-4
O=C(O)c1ccc(COc2ccccc2/C=C2/NC(=O)N(c3cccc(Cl)c3)C2=O)cc1,6,5,-5,4,0.5,3,1,-1.1,-3
CSc1nnc2c(n1)OC(C)N(C(=O)c1ccccc1)c1ccccc1-2 (centres undefined),15,-8,3,3,-1.2,3,4,.,-3
Cn1cc(/C=N/NC(N)=S)c2ccccc21,-1,9,-3,1,2.1,-3,9,-1.1,-25
CCCCn1c(N)c(N(CC)C(=O)CCc2ccccc2)c(=O)[nH]c1=O,15,3,-8,11,0.4,2,-16,-0.99,-4
Cc1cc(C)n(/N=C/c2cc(Cl)cc(Cl)c2O)c(=O)c1,9,-3,-6,6,0.0,1,-9,-0.86,-1
CC1=CCC2C(=O)N(c3cccc(C(=O)N(C)C4CCCCC4)c3)C(=O)C2C1 (centres undefined),-1,-3,4,3,-0.2,2,-25,0.0084,-19
CC(C)Cc1ccc(/C(=N/O)C(=O)O)s1,6,5,-6,-4,1.4,-1,-10,-0.17,-6
CC(C)CC(=O)Nc1nnc(SCC(=O)NCc2ccc3c(c2)OCO3)s1,6,0,-9,-3,0.1,-2,-16,0.22,1
C[C@H](NC(=O)CCCn1nnc2ccccc2c1=O)C(=O)O,5,13,0,2,1.1,-3,-10,0.66,-4
O=C(CN1CCN(c2ncc(C(F)(F)F)cc2Cl)CC1)N1CCN(c2ncc(C(F)(F)F)cc2Cl)CC1,35,-4,-7,11,-0.5,-2,-13[20 µM],0.81,6
COc1cc(CNCC(C)C)c(Br)cc1OCC(=O)NCc1ccccc1,13,2,1,11,-0.7,3,-5[20 µM],0.13,3
COc1ccc(NS(=O)(=O)c2ccc(N/N=C(\C)c3ccncc3)c([N+](=O)[O-])c2)cc1,11,1,-1,10,0.6,-1,-3,-2.5,4

# Four entries picked at random from those above, as already listed:
SMILES,FXIIa inh,p97 inhibitor,hK5 inh,FXIa inh 1536,PERK inh,Wee1 stabilizer,Furin inhibitor,KCC2 mod,thrombin 1536
COc1ccc(NS(=O)(=O)c2ccc(N/N=C(\C)c3ccncc3)c([N+](=O)[O-])c2)cc1,11,1,-1,10,0.6,-1,-3,-2.5,4
Cc1cc(OCC(=O)N2CCCC2)ccc1Cl,15,2,-30,5,0.8,0,-22,0.98,5
CC1=CCC2C(=O)N(c3cccc(C(=O)N(C)C4CCCCC4)c3)C(=O)C2C1 (centres undefined),-1,-3,4,3,-0.2,2,-25,0.0084,-19
O=C(CCN1C(=O)C2C3C=CC(C3)C2C1=O)Nc1ccc2c(c1)OCO2 (centres undefined),15,-3,-1,2,-0.8,-2,-23,.,4

# Remaining list, next part
SMILES,FXIIa inh,p97 inhibitor,hK5 inh,FXIa inh 1536,PERK inh,Wee1 stabilizer,Furin inhibitor,KCC2 mod,thrombin 1536
O=C(CSc1nnnn1-c1ccccc1)Nc1nsc(-c2ccccc2)n1,-4,2,-4,-11,0.1,4,-2[20 µM],-6.3*,1
CCn1c(C(=O)NCCCc2ccccc2)cc2sccc21,3,-6,-5,-5,0.0,1,-9,-2.5,-4
C/C(=N/OC(=O)C1CC12CCC2)c1ccc(Br)cc1 (centres undefined),12,-6,-1,3,0.0,0,-19,-0.061,4
O=C(CSCc1c(Cl)cccc1Cl)NCc1ccccn1,0,4,-2,-7,0.2,-1,-10,-0.44,5
Cc1cccc(-c2noc(-c3ccc4c(c3)OCO4)n2)c1,0,5,.,-4,0.3,3,-9,-1.5,-7
O=C(O)c1ccccc1CSc1ncccc1C(=O)O,8,2,2,1,0.6,-2,-25,-0.18,-1
CCOc1ccc(-n2c(=O)c3c4c(sc3n(CC(=O)NCCCOC)c2=O)CCCCC4)cc1,1,0,-2,-5,1.4,-2,-11,1.3,-16
CCc1cc(Br)ccc1NC(=O)C1CCCO1 (centres undefined),10,3,7,10,1.1,0,-9[20 µM],-0.017,1
Cc1ccc(-c2csc3ncn(-n4c(C)ccc4C)c(=O)c23)o1,29,-9,18,10,-0.7,-2,-20[20 µM],-2.6,10
CSCCC(NC(=O)c1ccccc1)C(=O)NC1CCCC1 (centres undefined),14,2,-11,5,-0.9,0,-17[20 µM],0.051,-2
Cc1cccc(-n2c(O)c(C=NCCCN3CCOCC3)c3ccccc3c2=O)c1,10,1,-9,2,-0.9,1,-12,0.18,-2
COc1ccccc1/C=N\Nc1cn[nH]c(=O)c1Cl,12,1,1,0,0.3,4,-5,-0.83,5
Cc1cccc(OCCCC(=O)NCC(=O)Nc2cccc(C)c2C)c1,6,-4,-3,-9,-0.3,0,-19,-0.68,-20
CC(C)Nc1nc(NC(C)(C)C)nc(Oc2ccc(=O)n(-c3ccccc3)n2)n1,19,0,-10,3,0.0,-3,-3[20 µM],-0.058,0
O=C(COC(=O)CNC(=O)c1ccco1)NCCN1C(=O)CSC1=O,31,-1,16,14,-0.1,1,-6,-0.13,17
Cc1ccc(SC(=O)COc2ccc(C)c(C)c2)cc1,7,1,2,3,1.6,0,-15[20 µM],0.039,-3
CCN(CCO)c1nc(SC)nc2c1sc1nc(-c3ccco3)c3c(c12)CCC3,17,11,-39,8,0.9,0,2,0.053,6
CCOC(=O)N1CCC(N2CCCC(C(=O)c3cccc(OC)c3)C2)CC1 (centres undefined),7,4,1,0,-1.1,-2,-10,0.015,1
O=C(c1ccccn1)N(Cc1cc2ccccc2[nH]c1=O)C1CCCCC1,-9,-2,-2,-10,-0.9,-3,-21,0.29,-7
O=C(CC1SCCNC1=O)Nc1cc(Cl)cc(Cl)c1 (centres undefined),18,1,-22,1,0.9,0,-23[20 µM],-0.24,4
COc1ccc(-c2cc(C(=O)Nc3c(Cl)cc(Cl)cc3Cl)c3ccccc3n2)cc1OC,7,2,-24,3,-0.2,-2,-24,-0.62,-1
COc1ccccc1NC(=O)CSc1ccc2nnc(-c3ccncc3)n2n1,12,-8,-18,3,-0.6,-1,-13,0.0086,-2
O=C(CC(c1ccccc1)c1ccccc1)Nc1ccc2c(c1)OCCO2,4,-4,9,-7,-0.5,7,-2[20 µM],-0.14,-4
CCOc1cc(-n2cnnn2)c(OCC)cc1NC(=O)c1cc2ccc(N(CC)CC)cc2oc1=O,.,-3,.,.,0.7,1,-13[20 µM],i,.
O=[N+]([O-])c1cccc(-c2c[n+]3c(n2-c2ccccc2)SCC3)c1,7,0,-3,7,-0.1,-2,-20,0.58,-11
O=S(=O)(Nc1ccc(-c2nc3ccccc3o2)cc1)c1ccccc1,15,-3,-9,7,-0.8,-2,-9,-0.58,-4
COc1ccc(CCNC(=O)c2sc3cc(C)ccc3c2Cl)cc1,-3,1,-1,-2,1.0,2,-11[20 µM],0.89,-4
C/C(CC(=O)Nc1ccc(N(C)C)cc1)=N\NC(=O)c1cnccn1,11,2,-22,6,0.6,5,-20,0.93,-1
O=C(OCCN1C(=O)c2cccc3c(N4CCOCC4)ccc(c23)C1=O)c1ccc(Cl)cc1Cl,5,4,3,2,0.6,3,0,i,-9
CCn1c(SCC(=O)N2CCN(c3ccccc3)CC2)nnc1-c1cc2cc(Cl)ccc2o1,47*,2,0,18,0.8,-2,-18[20 µM],0.38,16
CCC(=O)c1ccc(OCC(=O)Nc2nn3cnnc3s2)cc1,14,4,-12,3,1.3,1,-10,.,1
CC1=C(C(=O)OC(C)C)C(C2CC=CCC2)NC(=O)N1 (centres undefined),8,-2,7,-3,0.0,-2,-20,.,-5
Cn1nccc1C(=O)N/N=C/c1cccnc1,5,1,3,2,1.9,0,-16,0.24,-2
CCCCNC(=O)C1CC(c2c(Cl)cccc2Cl)=NO1 (centres undefined),1,2,.,-2,0.8,-3,-12[20 µM],0.45,-4
CN(C)/C=C/C(=O)c1nn(-c2ccc(F)cc2)ccc1=O,7,-2,12,7,1.3,1,-12,-0.99,1
Cc1cc(=O)oc2c(CN3CCN(C)CC3)c(O)c(Cl)cc12,-37,6,-146,-13,0.5,-3,-159,3,-34
CN(C)c1ccc(/C=N\NC(=S)SCN2C(=O)C3CCC(C)(C2=O)C3(C)C)cc1 (centres undefined),12,2,-77,6,-0.8,-1,-16[20 µM],6.4*,2
CCOCCCNc1ncnc2c1[nH]c1ccccc12,32,7,20,8,-1.1,0,-4[20 µM],0.36,22
